PNC inhibitor – inhibitors of perinucleolar compartment assembly. PC3M PTB-GFP, PNC prevalence imaging, 16 h; stronger effect = lower value. activity change (PNC), negative = inhibition, % at 10 µM. actives 3.1% (n = 140,000). AID 2417;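 active = readout at or below -70, meaning at least 70% loss of cells showing the perinucleolar compartment, a nuclear body marking cancer cells; inconclusive = readout between -30 and a set limit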;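 also: plate controls were DMSO wells for no effect and camptothecin positive control wells for full effect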
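Compounds are pinned in duplicate onto adhered PC3M cells stably expressing GFP-tagged PTB and incubated 16 h at 37 C. Cells are then fixed, nuclei stained with Hoechst, and PNC-positive cells counted.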
12-hLO inh – inhibitors of human 12-lipoxygenase (ALOX12); P18054; purified 12-hLO, xylenol orange hydroperoxide absorbance; Potency, µM (doses to about 57.1 µM), without a hit: at the highest dose activity change, negative = inhibition, actives largely listed as inhibitors; actives 0.12% (n = 150,000); AID 1452; also: potency is read from the fitted curve at half-maximal effect; nearly all actives have a fitted effect of over 55% in size; many of its hits are not listed in these tables
Target sequence (P18054 whole entry, looked up): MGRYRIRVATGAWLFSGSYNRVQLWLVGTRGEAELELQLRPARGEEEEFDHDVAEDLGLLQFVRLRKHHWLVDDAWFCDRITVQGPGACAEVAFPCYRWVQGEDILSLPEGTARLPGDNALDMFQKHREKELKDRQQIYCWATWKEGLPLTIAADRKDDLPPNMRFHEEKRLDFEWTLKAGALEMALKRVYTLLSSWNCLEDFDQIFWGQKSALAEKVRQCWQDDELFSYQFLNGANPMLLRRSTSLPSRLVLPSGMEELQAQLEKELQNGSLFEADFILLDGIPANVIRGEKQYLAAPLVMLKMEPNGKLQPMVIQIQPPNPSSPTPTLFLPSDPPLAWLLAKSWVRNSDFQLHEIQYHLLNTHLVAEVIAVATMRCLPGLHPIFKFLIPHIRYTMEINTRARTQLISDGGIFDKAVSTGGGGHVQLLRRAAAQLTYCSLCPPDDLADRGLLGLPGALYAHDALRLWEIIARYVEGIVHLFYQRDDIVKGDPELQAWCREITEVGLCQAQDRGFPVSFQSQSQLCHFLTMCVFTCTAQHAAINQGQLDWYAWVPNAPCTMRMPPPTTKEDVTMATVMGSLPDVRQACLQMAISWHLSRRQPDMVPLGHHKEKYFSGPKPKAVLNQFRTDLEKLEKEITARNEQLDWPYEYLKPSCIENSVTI
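Hydroperoxide formation by human 12-lipoxygenase from 40 uM arachidonic acid was followed colorimetrically via ferric-xylenol orange complex, using the 573/405 nm absorbance ratio. Enzyme concentration was 150 nM, with 30 min reaction at room temperature.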
IMPase inh – membrane-permeable compound that blocks inositol monophosphatase; P97697; CHO-M1 cells, IP1 accumulation, HTRF TR-FRET ratio; inhibition (IP1 accumulation), % at 46.1 µM; 120,000 tested, under 10 active; AID 901; active = well fitted curve in the direction sought with a large enough effect in the signal ratio, not every such curve was filed as active; inconclusive = small, poorly fitted or top-dose-only effect, or a change in a side signal; inactive = no such curve, though single readings can be large or run the other way; the % refers to the signal ratio;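 also: cells stimulated with carbachol in lithium chloride buffer; plate controls were DMSO basal wells for no effect and reference inhibitor wells for full effect; higher means more IMPase inhibition seen as more IP1 and lower FRET ratio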
Target sequence (P97697 whole entry, looked up): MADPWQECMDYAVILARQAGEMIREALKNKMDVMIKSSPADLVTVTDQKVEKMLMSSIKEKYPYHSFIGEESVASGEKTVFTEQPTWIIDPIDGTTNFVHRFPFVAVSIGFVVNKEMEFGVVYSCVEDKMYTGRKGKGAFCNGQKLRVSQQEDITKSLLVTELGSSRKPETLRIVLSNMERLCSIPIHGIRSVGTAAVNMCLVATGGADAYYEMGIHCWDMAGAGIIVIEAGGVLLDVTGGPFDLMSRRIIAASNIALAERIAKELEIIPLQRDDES
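CHO-M1 cells (CHO stably expressing M1 receptor), compound up to 46 uM final, stimulated with carbachol (50 uM as added) in buffer with 50mM LiCl, pH 7.4, 30 min at 37C. Cytosolic IP1 read by TR-FRET; AC50 from Hill fits.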
15-hLO-2 inh – inhibitors of human 15-lipoxygenase 2 (ALOX15B); O15296; purified 15hLO-2, xylenol orange hydroperoxide absorbance; Potency, µM (titrated, usually from 57.1 µM), for inactives: at the top dose activity change, negative = inhibition, usual class: inhibitors; actives 0.56% (n = 110,000); AID 881; also: potency is read from the fitted curve at half-maximal effect; nearly all actives have a fitted effect of over 60% in size; many of its hits are not listed in these tables
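Read-out: hydroperoxide product oxidises ferrous iron, measured as xylenol orange complex via the 573-to-405 nm absorbance ratio after 30 min. Reaction: 50 nM enzyme, 15 min compound preincubation, 45 uM arachidonic acid, 90 min RT, Hepes pH 7.5 with Triton X-100.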
Numbers without * were called inactive; ? = inconclusive; / = not tested or not shown; [ ] = dose if it differs, or a comment. Unless noted, calls follow the shape of the dose curve; as a rule, active = well fitted curve in the direction sought with a large enough effect; inconclusive = small, poorly fitted or top-dose-only effect, or another doubt; inactive = no such curve, though single readings can be large; an effect the other way counts as inactive or inconclusive. Unless noted, % is scaled to controls: 0 for no effect and ±100 for the full control effect.

Sample of the layout, two compounds:
12-hLO inh	SMILES	IMPase inh	15-hLO-2 inh	PNC inhibitor
-2%	CC1CCc2cc(F)ccc2N1C(=O)CN1C(=O)c2ccccc2C1=O (stereo not given)	-6	0%	?
-27%	CC(C)(C)c1cc(CNC2CS(=O)(=O)C[C@@H]2O)cc(C(C)(C)C)c1O (stereo not given in full)	2	-5%	10

The listing, previewed entries included:
12-hLO inh	SMILES	IMPase inh	15-hLO-2 inh	PNC inhibitor
-2%	CC1CCc2cc(F)ccc2N1C(=O)CN1C(=O)c2ccccc2C1=O (stereo not given)	-6	0%	?
-27%	CC(C)(C)c1cc(CNC2CS(=O)(=O)C[C@@H]2O)cc(C(C)(C)C)c1O (stereo not given in full)	2	-5%	10
-11%	CC(=O)OC1CCC2C3CCc4cc(O)ccc4C3CCC12C (stereo not given)	/	-20%	/
-13%	Cc1ccc(OCC(=O)N/N=C\c2c(C)n(C)c3ccccc23)c([N+](=O)[O-])c1	5	-10%	50
-4%	COC(=O)c1ccc2c(c1)NC(=O)C(N1CCCCC1)S2 (stereo not given)	?	-12%	17
6%	Cc1ccc(C23CC4CC(CC(NC(=O)NC(C)(C)CO)(C4)C2)C3)cc1	3	-6%	25
5%	CCOC(=O)c1cc2ccc(OC)cc2oc1=O	-7	-5%	28
-5%	CCCC(c1nnnn1C1CCCCC1)N1CCN(c2ncccn2)CC1 (stereo not given)	2	-3%	51
-10%	COC(=O)/C(=C\Nc1ccc(Cl)cc1Cl)NC(=O)c1ccccc1	6	14%	11
-7%	O=C(CSc1ccc(Cl)cc1)NC1CCCC1	5	-1%	19
6%	O=C(Nc1cc(C(F)(F)F)ccc1N1CCOCC1)c1cccs1	-14	-7%	?
-6%	CC1(C)CC(=O)C2=C(C1)OC(c1cccs1)C(C#N)=C2N (stereo not given)	5	7%	-3
0%	O=C(c1csnn1)N1CCC2(CC1)CN(c1cccc(-c3ccccc3)c1)C2	/	6%	/
-7%	N#CCSc1nnc(-c2ccccc2O)n1CCc1ccccc1	18	-4%	?
-4%[11.4 µM]	S=C(S)NCCN1CCNCC1	/	15%[11.4 µM]	/
-20%	c1ccc(CN2CCN(c3nc(NCc4ccco4)c4ccccc4n3)CC2)cc1	10	31%[activator]	-7
-4%	Cc1nc(NCc2ccccc2)c2nc(-c3ccccc3)n(CCN3CCOCC3)c2n1	/	39%[activator]	/
26%	CCN(CCO)Cc1csc2ccccc12	/	/	?
6%	Cc1cccc(C(=O)NCCc2csc(C)n2)c1	-4	0%	-10
?	CCCn1c(C)cc(/C=C(\C#N)C(=O)OCC(=O)NC(=O)NCC)c1C	0	-21%	?
2.8µM*	CCC(=O)NC(c1cccs1)c1cc([N+](=O)[O-])c2cccnc2c1O (stereo not given)	/	/	44
3%	COc1cccc(N2CCN(C(=O)c3cccnc3)CC2)c1	-3	3%	3
-8%	Clc1ccc(Cl)c2sc(N3CCCC3)nc12	9	10%	-11
-6%	Cc1ccc2cc(CN(CC3CCCO3)C(=O)NC3CCCCC3)c(=O)[nH]c2c1C (stereo not given)	0	32%[activator]	-8
-12%	c1ccc2c(c1)C(=NC1CCCCC1)NC2=NC1CCCCC1	-1	56%[activator]	28
-3%	COc1ccc(C(NC(C)=O)c2c(O)ccc3ccccc23)cc1OC (stereo not given)	-4	/	41
-3%	CCOC(=O)c1ccc(NC(=O)Cn2nnc3ccccc32)cc1	11	-5%	-26
2%	CCCCCOc1ccc(C(=O)NC(C(=O)O)C(C)C)cc1 (stereo not given)	-1	-12%	25
13%	COc1ccc(-n2cnc3cc(NCc4ccco4)ccc32)cc1	-2	47%[activator]	20
?	COc1ccc(-c2[nH]ncc2Oc2ccccc2OC)c(O)c1	-4	1%	?

12-hLO inh	SMILES	IMPase inh	15-hLO-2 inh	PNC inhibitor
1%	COc1ccccc1CN1CC2(CCN(C(=O)c3cnccn3)CC2)C1	/	3%	/
-4%	Cc1ccc(S(=O)(=O)N2CCCC2CO)cc1 (stereo not given)	?	5%	2
-1%	CC(=O)N1CCc2cc(S(=O)(=O)Nc3cccc(C(F)(F)F)c3)ccc21	6	-10%	-3
-6%	CCCCCCn1c(N2CCN(c3ccccc3)CC2)nc2c1c(=O)n(C)c(=O)n2C	8	-1%	5
-2%	C/C(CC(=O)Nc1ccccn1)=N\NC(=O)c1ccccc1	4	/	12
0%	Cn1nnnc1SCC(=O)Nc1ccc(N2CCOCC2)cc1	4	7%	-1
5%	O=C(Nc1nc2ccccc2n1CCN1CCCCC1)C1CCCCC1	10	17%	?
-3%	O=C(Cn1ncc2c(=O)oc3ccccc3c21)N1CCC(N2CCCCC2)CC1	29	0%	?
5%	COc1ccc(N2CC(C(=O)Nc3nccs3)CC2=O)cc1 (stereo not given)	-2	-2%	-25
-1%	CCc1ccc2nc(NC3=NCN(CCN4CCOCC4)CN3)nc(C)c2c1	9	40%[activator]	-13
0%	CCCCN1C(=O)C2NN=C(C(=O)OC)C2C1=O (stereo not given)	-2	12%	1
25µM*	Cc1ccc(SCCNC(=S)Nc2ccc(C)c(C)c2)cc1	9	/	60
-3%	Nc1c(C(=O)NCc2ccccc2)c2nc3ccccc3nc2n1-c1ccc2c(c1)OCO2	11	?	12
8%	COc1ccc(C(=O)NC(=S)Nc2nc(C)c(C(=O)N(C)C)s2)cc1	-2	-18%	?
-3%	CCOC(=O)c1[nH]c2ccc(Cl)cc2c1NC(=O)c1nonc1C	?	-5%	-24
-6%	COC(=O)[C@@H]1C[C@H]2CC[C@H](O)C[C@H]2N1Cc1ccccc1OS(=O)(=O)c1ccc(C)cc1	/	-8%	/
1%	O=C(CSCCO)Nc1cccc(C(F)(F)F)c1	5	1%	-26
-5%	O=C(C=C1CCN(c2ncc(C(F)(F)F)cc2Cl)CC1)NNC(=O)Nc1ccccc1	2	-22%	-26
-6%[11.4 µM]	Oc1ccc(Cl)cc1Cc1cc(Cl)cc(Cc2cc(Cl)ccc2O)c1O	/	-19%[11.4 µM]	/
-8%	COc1ccc(C2C(C#N)=C(N)Oc3n[nH]c(C)c32)cc1CN1CCN(c2ccc(F)cc2)CC1 (stereo not given)	14	7%	-2
1%	S=c1[nH]nc(-c2ccc3ccccc3n2)n1-c1ccccc1	-2	/	?
-3%	CCOC(=O)c1c(NC(=O)C(=O)N/N=C/c2ccc(OCC)cc2)sc2c1CCCCC2	/	/	28
-1%	COc1ccc(COCC(O)CN2CCOCC2)cc1OC (stereo not given)	2	-4%	-13
-5%	Cc1ccc(-c2nnn(CC(=O)Nc3ccc(S(=O)(=O)N4CCC(C)CC4)cc3)n2)cc1	12	?	-23
-5%	COc1cccc(-c2nnc(N(C)C(=O)C3CCOC3)s2)c1 (stereo not given)	-2	4%	-1
-7%	Cc1cc(C(=O)CSc2n[nH]c(N)n2)c(C)n1C1CC1	7	-2%	1
-2%	COC(=O)[C@@H]1CC[C@H](C)[C@@H](c2ccc(C)cc2)N1C(=O)c1ccc(/C=N/O[C@@H](C)CN2CCCCc3nc(C)c(C)cc32)cc1	/	/	?
1%	CSc1nc2[nH]c3c(c2c2nnnn12)CCCC3	5	-7%	12
-13%	Cc1ccc(C(=O)/C=C/Nc2ccc([N+](=O)[O-])cc2Br)cc1	9	-4%	?
11%	CN(C)S(=O)(=O)c1cccc(C(=O)Nc2cccnc2)c1	-2	/	231

12-hLO inh	SMILES	IMPase inh	15-hLO-2 inh	PNC inhibitor
-1%	Cc1noc(C)c1S(=O)(=O)N(CC(=O)O)c1ccc2c(c1)OCO2	-1	4%	19
4%	CCOC(=O)CNC(=O)CSc1ncnc2c1nnn2-c1ccc(F)cc1	-2	/	-100*
4%	COc1ccc(/C=N/n2cncn2)cc1CSc1ccccn1	9	-1%	-6
-8%	COc1ccc(NCc2nnc(SCC(=O)N3CCCc4ccccc43)n2C)cc1	8	0%	21
2%	CC(=O)C1=NN(c2ccccc2)C(c2ccc3c(c2)OCO3)N1c1ccccc1 (stereo not given)	/	/	12
0%	O=C(CCSCCC(=O)NCCN1CCOCC1)NCCN1CCOCC1	10	-4%	17
2%	COC(=O)c1ccc(C(NC(=O)OCc2ccccc2)/C(=C/[C@@H](C)C(=O)N(C)C)c2cccnc2)cc1 (stereo not given in full)	/	7%	/
-3%	COc1ccc2nc(N/C(N)=N/C(=S)Nc3ccc(C)c(C)c3)nc(C)c2c1	/	/	45
-4%	CN(C)S(=O)(=O)N1CCc2ccccc2C1	4	-3%	1
-4%	O=C(O)CC(NS(=O)(=O)c1ccc(Br)cc1)c1ccco1 (stereo not given)	3	7%	-24
0%	Cc1cc(C(F)(F)F)n2nc(C)c(-c3ccc(Cl)cc3)c2n1	/	/	23
2%	CC(C)=NNC(=O)CN1C(=O)NC2NC(=O)NC21 (stereo not given)	4	/	?
?	CCOC(=O)c1nn(-c2ccc(C)cc2)c(=O)c2c(N)scc12	-4	/	?
-4%	O=C(CCc1[nH]c2ccccc2c1Sc1ccccc1)NCCO	/	/	?
1%	O=c1c2ccccc2nc(SCc2ccccc2F)n1C1CCCC1	?	/	?
-4%	CCOC(=O)CCSCC(=O)Nc1cc(C)on1	-6	2%	?
0%	COc1ccc(C2N=C(N)N=C(N)N2c2ccc(C)cc2)cc1 (stereo not given)	5	20%	?
0%	COc1ccc(OC)c(N(CC(=O)NCc2cccnc2)S(C)(=O)=O)c1	10	-3%	8
-3%	CCOC(=O)c1cc(-c2ccc(OC)cc2F)nc2c1c(C)nn2CCC#N	13	12%	1
4%	CNC(=O)COC(=O)c1nc(-n2nc(C)cc2C)ccc1Cl	1	10%	78
1%	COC(=O)c1c(S(=O)(=O)NCc2ccccc2)sc(C(=O)O)c1C	-5	-8%	-4
6%	O=C(NCSc1ccnc(SCNC(=O)c2ccc(F)cc2)n1)c1ccc(F)cc1	-21	?	-97*
-7%	Cc1cc(Cl)ccc1OC(C)C(=O)Nc1ccc([N+](=O)[O-])cn1 (stereo not given)	/	/	?
-2%	O=C(CN(C1CC1)S(=O)(=O)c1ccc(S(=O)(=O)NC2CCCCC2)cc1)Nc1ccccc1	3	-4%	33
1%	COc1ccc(NC(=O)CCN2CCCCC2)cc1	-8	2%	?
-1%	CN(NC(=O)NN)c1ncc(C(F)(F)F)cc1Cl	0	0%	5
-10%	COc1cc(NC(=O)Nc2cccc(C(C)=O)c2)cc(OC)c1OC	8	-1%	?
-6%	O=C(COc1cccc(NC(=O)c2ccco2)c1)c1ccccc1	3	5%	43
-1%	CCNC(=S)NCc1ccco1	/	/	19
3%	CC(=O)N1CCN(C2c3cccc4cccc(c34)C2NS(=O)(=O)c2ccccc2)CC1 (stereo not given)	16	5%	61

12-hLO inh	SMILES	IMPase inh	15-hLO-2 inh	PNC inhibitor
-2%	O=C(O)CCCC(=O)Nc1ccc(Sc2ccc([N+](=O)[O-])cc2)cc1	-2	-12%	?
4%	NC(=O)c1ncn([C@@H]2O[C@H](CO)[C@@H](O)[C@H]2O)c1O	/	/	-11
1%	O=C(Nc1ccc2nc3ccccc3nc2c1)c1ccc(Br)cc1	1	/	2
-18%	COc1ccc(Nc2oc(COc3ccccc3F)nc2C#N)cc1	1	-13%	1
-9%	Cc1ccc(OCc2nc(-c3ccccc3)no2)c(C)c1	4	3%	-2
?	Oc1ccc(-c2nc(=S)[nH][nH]2)cc1	6	/	-28

Some of these compounds in order of length of the SMILES, largest number first.
12-hLO inh	SMILES	IMPase inh	15-hLO-2 inh	PNC inhibitor
4%	NC(=O)c1ncn([C@@H]2O[C@H](CO)[C@@H](O)[C@H]2O)c1O	/	/	-11
1%	O=C(Nc1ccc2nc3ccccc3nc2c1)c1ccc(Br)cc1	1	/	2
-18%	COc1ccc(Nc2oc(COc3ccccc3F)nc2C#N)cc1	1	-13%	1

An excerpt of these results, with values under each structure.
Every second line gives: 12-hLO inh | IMPase inh | 15-hLO-2 inh | PNC inhibitor
> O=C(O)CCCC(=O)Nc1ccc(Sc2ccc([N+](=O)[O-])cc2)cc1
→ -2% | -2 | -12% | ?
> O=C(Nc1ccc2nc3ccccc3nc2c1)c1ccc(Br)cc1
→ 1% | 1 | / | 2

Source: PubChem BioAssay

The list is partial; count on the stated rates, not on these rows.
